# High-throughput results: PubChem BioAssay, several laboratories
# West Nile antiviral: inhibition of WNV-induced cytopathic effect – cell-based, CPE readout (AID 1621). West Nile virus-infected cells, CPE inhibition; higher % means a stronger effect. one-dose CPE inhibition, % at 10 µM; IC50 in µM for titrated hits. 290,000 compounds, 0.02% hits; in the data active = a potency from the dose series; inconclusive = CPE inhibition mostly from about 3.7% at the one dose, without a potency; inactive = the rest, 99 in 100 with CPE inhibition below about 2.2%; note: strong numbers were not always called active
# Rac1 GTP hydrolysis: MgcRacGAP GTPase-activating activity inhibitors, confirmation, biochemical, ADP Hunter fluorescence; MgcRacGAP-stimulated Rac1 GTP hydrolysis, ADP Hunter fluorescence; higher % means a stronger effect; GST-tagged Rac1 F28L mutant substrate; inhibition, % at 30 µM; hits with a dose series show IC50 in µM; 340,000 compounds, 0.6% hits; AID 624330;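 active = first-screen hits whose inhibition reached a set limit at any dose in the follow-up dose series; inconclusive = inhibition above the set first-screen limit but never retested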;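 note: fluorescence reports GDP produced by GAP-driven GTP hydrolysis; strong numbers were not always called active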
# NTR1 agonist: NTR1-driven beta-arrestin-GFP spot formation – imaging, U2OS cells, high content, primary screen (AID 493036); agonist mode; 330,000 compounds, 0.17% hits; activation, % at 20 µM;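 active = activation at or above 40% of the spot to cytoplasm intensity ratio, with at least 20 cells analyzed; inconclusive = wells under 20 cells, flagged as cytotoxic or low count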;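 note: 0% = DMSO without peptide and 100% = 100 nM NTR1 peptide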
# Target sequence (P30989 whole entry, looked up): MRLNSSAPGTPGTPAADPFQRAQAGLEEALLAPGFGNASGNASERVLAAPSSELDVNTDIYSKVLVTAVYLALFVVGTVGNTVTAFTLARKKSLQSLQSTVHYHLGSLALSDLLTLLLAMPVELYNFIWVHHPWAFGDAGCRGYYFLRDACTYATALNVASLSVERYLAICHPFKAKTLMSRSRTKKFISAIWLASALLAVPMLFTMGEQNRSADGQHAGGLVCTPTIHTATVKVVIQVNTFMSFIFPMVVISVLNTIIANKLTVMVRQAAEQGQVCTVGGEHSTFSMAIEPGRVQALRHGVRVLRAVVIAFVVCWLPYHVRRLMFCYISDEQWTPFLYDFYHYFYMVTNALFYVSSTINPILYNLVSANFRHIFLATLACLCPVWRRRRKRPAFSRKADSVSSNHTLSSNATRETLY
# NS5 inhibitors: Dengue-2 NS5 methyltransferase inhibitors, primary screen, biochemical, confirmation dose response (AID 588689); Dengue-2 NS5 methyltransferase capping enzyme assay, biochemical; higher % means a stronger effect; one-dose inhibition, % at 25 µM; IC50 in µM for titrated hits; 340,000 compounds, 0.3% hits; in the data active = a potency from the dose series; inconclusive = inhibition above about 29% without an active follow-up result
# AID2073: disruptors of CaV2.2 binding to Mint1 – biochemical, HTRF (AID 2073). inhibition, % at 20 µM, or IC50 in µM where a hit was titrated. 290,000 compounds, 0.19% hits. HTRF protein-protein interaction, Mint1-CaV2.2; higher % means a stronger effect; in the data active = inhibition mostly above about 51%, no sharp cut-off; inconclusive = no clear call, values can overlap the other calls; inactive = mostly below about 53%; note: some results filed as inactive read as strong as hits
# Siah-1 displacement: blockers of Siah-1 interaction with plectin peptide – biochemical, fluorescence polarization, rhodamine-plectin, uHTS, primary screen (AID 1817). displacement, % at 20 µM; hits with a dose series show IC50 in µM. Siah-1 / rhodamine-plectin peptide fluorescence polarization; higher % means a stronger effect. 290,000 compounds, 0.02% hits;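 active = displacement of at least 50% at 20 µM, with a fluorescence ratio check between 0.3 and a set limit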;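 note: plate controls were Siah plus tracer with DMSO for no effect and tracer alone without Siah for full effect; strong numbers were not always called active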
# K1F lysis inhibition: inhibition of K1F phage lysis, E. coli UTI89, bacterial capsule biogenesis inhibitors, alamar blue (AID 488966); inhibition, % at 100 µM; hits with a dose series show IC50 in µM; E. coli UTI89 K1F phage lysis, alamar blue, 2 h; higher % means a stronger effect; 340,000 compounds, 0.02% hits;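 active = phage lysis inhibition, versus mean bacterial control, above a set limit; inconclusive = no clear call, values can overlap the other calls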;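 note: capsule biogenesis inhibitors block K1F phage lysis so surviving cells raise fluorescence; higher fluorescence means more inhibition of phage lysis; actives were called in the ten point dose series up to 300 µM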
# Large T inhibition: TAg ATPase/helicase activity blockers – biochemical (AID 1903); inhibition, % at 20 µM; hits with a dose series show IC50 in µM; 310,000 compounds, 0.39% hits; SV40 large T antigen ATPase/helicase inhibition assay; higher % means a stronger effect; in the data active = a potency from the dose series; inconclusive = inhibition mostly from about 32% at the one dose, without a potency; inactive = the rest, 99 in 100 with inhibition below about 32%; note: strong numbers were not always called active
# RSV antiviral HEp-2: inhibition of RSV-induced cytopathic effect – HEp-2 cells, primary 10 µM value included (AID 2391). HEp-2 cells, RSV-induced CPE inhibition; higher % means a stronger effect. 310,000 compounds, 0.13% hits. CPE inhibition, % at 10 µM; hits with a dose series show IC50 in µM; in the data active = a potency from the dose series; inconclusive = CPE inhibition mostly from about 23% at the one dose, without a potency; inactive = the rest, 99 in 100 with CPE inhibition below about 21%; note: strong numbers were not always called active
# NTR1 agonist cell count 20 µM: second read-out of NTR1 agonist, no call of its own (marks repeat the call); cell count; measured here: cell count, cytotoxicity flag
# NS5 inhibitors pilot replicate: further read-out of NS5 inhibitors, marked with its call; inhibition, %; measured here: pilot screen replicate inhibition
# An asterisk follows results filed as active; ? = inconclusive; / = not tested or not shown; [ ] = dose if it differs, or a comment.
SMILES,West Nile antiviral,Rac1 GTP hydrolysis,NTR1 agonist,NTR1 agonist cell count 20 µM,NS5 inhibitors,AID2073,Siah-1 displacement,K1F lysis inhibition,Large T inhibition,RSV antiviral HEp-2,others
O=C(Nc1ccc(F)cc1)Nc1cc(S(=O)(=O)N2CCOCC2)ccc1N1CCCC1,0.0%,12.8%,-0.2,55,-12.6%,-5.1%,-12.3%,0.9%,23.1%,-3.0%,
COc1ccc(C(c2nnnn2C(C)(C)C)N2CCN(C(=O)c3ccco3)CC2)cc1 (stereo unspecified),-0.6%,7.3%,-0.7,19,-5.8%,-2.8%,-2.4%,-0.1%,-23.8%,0.9%,
COc1ccc(C(=O)COC(=O)C(CCCCN2C(=O)C3C4C=CC(C4)C3C2=O)N2C(=O)C3C4C=CC(C4)C3C2=O)cc1 (stereo unspecified),0.5%,-4.0%,1.4,36,-5.6%,16.7%,8.4%,-0.4%,13.2%,0.2%,
O=C(Cn1nc(-c2ccccc2)c2ccccc2c1=O)Nc1cccnc1,-0.7%,1.2%,1.5,86,0.0%,-5.0%,3.2%,0.9%,-0.8%,1.4%,
CC1=C(CC(=O)O)c2cc(F)ccc2/C1=C\c1ccc(S(C)=O)cc1 (stereo unspecified),0.6%,1.9%,-1.1,59,-6.7%,8.3%,0.6%,3.7%,17.9%,1.4%,
Oc1ccc(CCc2n[nH]c(=S)n2-c2ccc(F)cc2)cc1,0.1%,21.7%,1.9,54,0.0%,7.4%,-0.6%,0.7%,21.1%,-0.1%,
N#Cc1cccc(NC(=O)c2ccc(S(=O)(=O)N3CCOCC3)cc2)c1,/,-0.7%,-0.6,67,1.1%,/,/,0.4%[50 µM],/,2.6%,
CN(C(=O)c1ccc(NC(=O)C2CCN(C(=O)OC(C)(C)C)CC2)cc1)C1CC1,/,3.1%,0.9,53,-4.8%,/,/,0.9%,/,/,
COC(=O)c1ccc(NS(=O)(=O)c2cccc3cccnc23)cc1,0.2%,6.0%,-2.9,80,-3.3%,-1.7%,-1.6%,6.7%,10.7%,-0.3%,
CC[C@H](C)[C@H](NC(=O)CNC(=O)COc1cc2c(c3oc(=O)cc(C)c13)CCC(C)(C)O2)C(=O)O,1.1%,8.8%,-1.3,78,-10.4%,41.3%,0.0%,0.0%,23.1%,1.1%,
CCOc1cccc2cc(C(C)=O)oc12,0.2%,3.5%,-0.2,28,-4.7%,19.8%,-5.0%,-0.4%,20.4%,-0.5%,
COc1ccc(/C=N/NC(=O)Cn2ccnc2C)cc1OC,0.5%,/,-0.4,55,/,-8.8%,17.2%,/,7.4%,2.0%,
CC(=O)NCCn1c(SCC#N)nc2ccccc2c1=O,0.6%,5.5%,0.8,83,0.0%,-3.0%,-1.0%,0.4%,0.6%,0.2%,
OCCCNc1nccc(-c2cc(Nc3cccc(Cl)c3)ncn2)n1,?,7.2%,8.7,56,0.8%,7.4%,-7.3%,-0.8%,-1.8%,-3.8%,
COCCCNc1nc2ccccc2[nH]c1=O,1.1%,2.2%,0.5,40,-5.5%,-12.1%,4.2%,-1.2%,16.0%,0.9%,
COC(=O)c1c(-c2cccc(OC)c2)csc1N,-0.2%,13.2%,-3.4,45,-5.8%,25.8%,-3.4%,7.4%,9.7%,0.8%,
COc1cc(CCC(=O)Nc2ccc(S(=O)(=O)NC3=NCCCCC3)cc2)cc(OC)c1OC,0.1%,1.3%,-1.1,51,3.0%,-2.0%,5.8%,-1.7%,-8.7%,1.0%,
NS(=O)(=O)c1ccc(NC(=O)Cc2c(F)cccc2Cl)cc1,0.8%,1.2%,0.2,38,-4.7%,-2.1%,4.5%,-1.8%,-0.7%,-0.1%,
COc1ccc(CC(=O)Nc2cc(S(=O)(=O)N3CCCCC3)ccc2N2CCN(C)CC2)cc1,1.4%,8.2%,-0.9,49,-3.9%,-8.5%,9.7%,-0.1%,-2.6%,1.3%,
CC(C)c1nnc(NC(=O)CCC(=O)NCc2ccc(F)cc2)s1,-0.1%,-4.8%,2.1,53,-7.1%,8.5%,7.1%,0.1%,0.2%,0.2%,
CC1(C)CC(=O)C2=C(C1)N1C(=C(C#N)C2c2ccccc2Cl)N=C(N)c2ccccc21 (stereo unspecified),0.9%,3.2%,5.0,55,2.2%,15.9%,22.6%,-1.5%,12.5%,22.0%,
O=C(COC(=O)c1cccc2ccccc12)NCC1CCCO1 (stereo unspecified),0.7%,4.4%,1.9,41,-13.5%,4.7%,-0.6%,0.1%,-3.6%,-0.7%,
N#Cc1c(N)nc2c(c1-c1ccccc1)CCC2,-0.7%,1.4%,5.1,80,1.8%,6.9%,0.4%,-0.6%,-2.6%,-2.3%,
O=C(O)C1C2C=CC(C2)C1C(=O)OC1CC2CCC1C2 (stereo unspecified),0.0%,4.4%,-0.4,55,-2.1%,4.0%,-2.4%,0.9%,15.2%,-0.6%,
O=C(C[C@H]1C[C@H](C(=O)N2CCCCC2)[C@@]2(CCc3ccccc3)c3[nH]c4cc(-c5ccco5)ccc4c3CCN2C1=O)NCc1ccco1,/,8.1%,1.1,55,-10.6%,/,/,-0.3%,/,/,NS5 inhibitors pilot replicate=0.6
Cc1cccc(Nc2nnc(SCc3cc(=O)n4cc(C)ccc4n3)s2)c1,-0.7%,12.1%,7.0,42,-2.9%,1.3%,-2.8%,0.3%,10.0%,2.7%,
CC(NC(=O)C(=O)N1CCCCC1)C(c1cccs1)N1CCN(c2ccc(F)cc2)CC1 (stereo unspecified),-0.8%,11.5%,-0.4,50,7.1%,0.7%,-2.4%,0.6%,6.8%,1.4%,
CC(=O)C12C3C4C(C5C1C3C5(Br)C41OCCO1)C21OCCO1 (stereo unspecified),-0.4%,4.5%,-0.5,71,-4.5%,-3.2%,3.9%,1.7%[50 µM],0.3%,1.4%,
O=C(NCc1cccnc1)C1CCN(S(=O)(=O)c2cccc(C(F)(F)F)c2)CC1,/,8.0%,-1.1,51,-2.2%,/,/,-0.3%,/,0.3%,
Cc1ccc([N+](=O)[O-])cc1NCC(=O)NN,-0.4%,3.5%,0.1,59,0.0%,2.2%,-7.0%,0.1%,10.4%,2.2%,
CC(=O)NC(CCS(C)(=O)=O)C(=O)Nc1ccc(C)c(F)c1 (stereo unspecified),0.2%,-0.6%,0.0,76,-9.6%,12.6%,-2.6%,2.3%[50 µM],0.7%,1.8%,
O=C(COc1ccc(Cl)cc1)NN=C1CCCCCCC1,-0.1%,6.5%,3.4,47,0.0%,8.4%,-0.7%,0.1%,11.3%,3.6%,
CCCN(CC(=O)Nc1ccccc1OC)C(=O)CSc1ccc(Br)cc1C,/,-2.6%,4.9,59,-8.8%,/,/,0.5%[50 µM],/,5.5%,
CC(C)NC(=O)CSc1ccccc1C(=O)N1CCN(S(=O)(=O)/C=C/c2ccccc2)CC1,/,6.3%,0.4,53,3.0%,/,/,0.3%[50 µM],/,/,
CCCC(C(=O)NC1CCCC1)N(Cc1ccc(OC)cc1)C(=O)c1snc(C(N)=O)c1N (stereo unspecified),0.3%,3.4%,1.4,55,0.0%,4.5%,6.0%,-0.4%,10.5%,-0.7%,
CCCC[C@@H]1CNC(=O)C(=O)N1CC(C)(C)C,0.7%,4.4%,-3.2,94,-8.0%,18.6%,-1.7%,1.0%,6.2%,1.4%,
CC[C@]12c3[nH]c4cc(CCC(=O)N(C)C)ccc4c3CCN1C(=O)[C@@H](CC(=O)NCCC1=CCCCC1)C[C@@H]2C(=O)N1CCN(C(=O)C2CC2)CC1,/,5.5%,-0.2,60,-5.0%,/,/,-0.2%,/,/,NS5 inhibitors pilot replicate=-2.4
CCOC(=O)c1cnc(COc2ccccc2Cl)[nH]c1=O,-0.4%,8.4%,0.5,59,-3.9%,12.3%,-0.8%,0.2%,10.8%,/,
COc1cc(-c2cc(C(=O)Nc3nc4ccccc4s3)c3ccccc3n2)cc(OC)c1OC,-0.4%,7.3%,-2.4,64,-5.9%,33.5%,-0.3%,4.2%,2.3%,7.7%,
Cc1c(C(=O)NCc2ccccc2F)oc2ccccc12,-0.9%,9.4%,0.6,74,-1.3%,4.6%,1.2%,0.1%,8.9%,1.4%,
Cc1cccn2c(=O)c(/C=C(\C#N)C(=O)NCc3ccco3)c(N3CCCC(C)C3)nc12 (stereo unspecified),-0.5%,12.6%,1.3,46,-8.9%,30.2%,-4.1%,1.8%,14.1%,?,
Cc1cc(C)c(C)c(S(=O)(=O)NCC(=O)N2CCCC2)c1C,0.0%,8.7%,-2.1,61,2.4%,-13.1%,0.7%,7.5%,11.4%,1.9%,
CCN(CC)S(=O)(=O)c1cc(NC(=O)CN2C(=O)NC3(CCCc4ccccc43)C2=O)ccc1C (stereo unspecified),-1.1%,10.8%,1.3,89,6.3%,1.7%,-3.0%,0.4%,7.6%,3.3%,
Cc1sc(NC(=O)c2ccccc2)c(C(=O)c2ccccc2)c1C,-1.3%,11.5%,1.9,35,-6.5%,-18.4%,7.5%,0.5%,10.3%,13.8%,
CC12CCC(=O)N1C(C(=O)OCc1c(Cl)cccc1Cl)CS2 (stereo unspecified),-0.6%,2.2%,-0.3,35,-12.1%,9.7%,10.7%,-0.3%,8.5%,1.2%,
CCc1noc(C)c1C(=O)Nc1ccc(S(=O)(=O)N2CCCC(C)C2)cc1 (stereo unspecified),/,5.1%,-0.3,56,-2.9%,/,/,1.4%[50 µM],10.0%,20.7%,
CCOC(=O)Cn1cc(/C=N/N2C(=O)C3C4C=CC(C4)C3C2=O)c2ccccc21 (stereo unspecified),0.2%,-2.4%,0.0,37,-0.7%,-9.5%,-6.2%,-1.1%,-1.4%,-0.5%,
CCOC(=O)N1CCC(NC(=O)CC2C(=O)NCCN2Cc2ccccc2)CC1 (stereo unspecified),0.1%,7.0%,0.5,70,-0.7%,1.3%,-0.3%,-0.3%,19.4%,0.3%,
COc1ccc(NC(=S)NNC(=O)c2nnn(-c3ccccc3)c2C)cc1,-0.1%,7.0%,2.4,58,-5.7%,-20.0%,-5.5%,2.9%[50 µM],21.5%,2.2%,
CN(C)CCNC(=O)c1ccc2c(c1)N(Cc1ccc(F)cc1)CCS2,3.2%,4.2%,3.7,50,2.2%,30.7%,0.6%,10.6%,-1.4%,-2.3%,
